IL-1B inflam inh = qHTS for Inhibitors of Inflammasome Signaling: IL-1-beta AlphaLISA Primary Screen; THP-1 LPS/ATP IL-1B secretion, AlphaLISA, 16 h; active compounds read low; activity change, % at 57.5 µM; actives 4.7% (n = 360,000); AID 743279, 2014; in the data active = activity change below about -50%; inconclusive = mostly about -30% to -49%; note: % is set by controls: 0 for no effect and ±100 for the full control effect
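Secreted IL-1B measured by AlphaLISA bead assay after 16 h compound exposure of THP-1 cells; compounds (final up to 57.5 uM) added 1 h before LPS (250 ng/mL) and ATP (1.25 mM) stimulation; lower signal means less secretion.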
MCF10A rerep = A quantitative high throughput screen for small molecules that induce DNA re-replication in MCF 10a normal breast cells. MCF 10A DNA re-replication, Hoechst nuclear intensity, 48 h. Potency, µM (series often up to 46.1 µM), for inactives: at the top dose activity, positive = re-replication, usual class: activators. actives 2.9% (n = 350,000). AID 624296, 2012; note: potency is the fitted concentration of half-maximal effect; % of control where 0% means no effect; nearly all actives have a fitted effect of over 50% in size
KB-3-1 cytotox = qHTS assay for MDR1-selective chemotherapeutics: Primary screen using the parental adenocarcinoma cell KB-3-1; KB-3-1 viability, CellTiter-Glo ATP luminescence, 72 h; Potency, µM (titrated, usually from 46.1 µM), for the others: at the top dose activity change, negative = cytotoxic, most hits filed as cytotoxic; actives 1.4% (n = 400,000); AID 1347075, 2019; note: potency is the fitted concentration of half-maximal effect; % is set by controls: 0 for no effect and ±100 for the full control effect; nearly all actives have a fitted effect of over 60% in size
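Multi-concentration cytotoxicity screen in KB-3-1 cells grown in DMEM lacking phenol red with 10% FBS. After 72 h at 37 °C with compound, ATP-dependent luminescence was recorded.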
KB-V1 MDR tox = qHTS assay for MDR1-selective chemotherapeutics: Primary screen using the drug-selected MDR subline cells KB-V1. Potency, µM (titrated, usually from 46.1 µM), without a hit: at the highest dose activity change, negative = cytotoxicity, most hits filed as cytotoxic. actives 3.4% (n = 400,000). KB-V1 MDR cells viability, CellTiter-Glo, 72 h; note: potency is the fitted concentration of half-maximal effect; % is set by controls: 0 for no effect and ±100 for the full control effect; nearly all actives have a fitted effect of over 60% in size
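Cytotoxicity toward P-gp-expressing KB-V1 cells was determined as loss of CellTiter-Glo luminescence after 72 h at 37 degrees C. Compounds were tested in quantitative HTS format across a concentration range, with curves fitted to normalized data.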
HT1080NT lethal = qHTS for induction of synthetic lethality in tumor cells producing 2HG: qHTS for the HT-1080-NT fibrosarcoma cell line; HT-1080-NT fibrosarcoma viability, CellTiter-Glo ATP luminescence, 48 h; Potency, µM (doses to about 46.1 µM), inactives show top-dose activity, negative = less viability, most hits filed as cytotoxic; actives 1.6% (n = 360,000); AID 686970, 2013;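 note: NT is the 2HG producing partner of a matched IDH1 knockdown line; potency is the fitted concentration of half-maximal effect; 0% = DMSO-treated cells and -100% = media-only wells without cells; nearly all actives have a fitted effect of over 55% in size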
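Viability of the 2HG-overproducing fibrosarcoma line after 48 hours of compound exposure at 37 degrees C was determined by luminescence with CellTiter-Glo, and concentration-effect curves were then fitted and categorized.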
ATXN2 expr inh = Primary qHTS for Inhibitors of ATXN expression | HEK-293 ATXN2-luciferase reporter, luminescence, 24 h | Potency, µM (highest dose often 57 µM), for the others: at the top dose activity change, negative = inhibition, most hits filed as inhibitors | actives 0.72% (n = 360,000) | AID 1745845, 2022; note: potency is the fitted concentration of half-maximal effect; % is set by controls: 0 for no effect and ±100 for the full control effect; nearly all actives have a fitted effect of over 55% in size
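ATXN2-luciferase reporter cells (luciferase flanked by upstream and downstream ATXN2 gene portions) were treated 24 h at 37 °C with compounds at up to 57 uM. SteadyGlo luminescence gave expression; GF-AFC fluorescence gave viability.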
HT1080 IDH1KD tx = qHTS for induction of synthetic lethality in tumor cells producing 2HG: qHTS for the HT-1080-IDH1KD cell line | HT-1080 IDH1 knockdown viability, ATP luminescence, 48 h | Potency, µM (series often up to 46.1 µM), for inactives: at the highest dose activity, negative = toxicity, actives largely listed as cytotoxic | actives 2% (n = 360,000) | AID 686971, 2013;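 note: potency is the fitted concentration of half-maximal effect; 0% = DMSO wells and -100% = cell-free medium wells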
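Assay cells: HT-1080 with IDH1 knockdown, 750 per well, RPMI/5% FBS. Exposure: 48 h at 37 °C following 2 h pre-incubation. Read: CellTiter-Glo luminescence; fitted concentration-response, curve class assigned.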
ATXN viability = Viability Counterscreen for Primary qHTS for Inhibitors of ATXN expression. S2 cells (HEK-293 line with an ATXN2-luciferase reporter) viability, CellTiter-Fluor protease fluorescence, 24 h. Potency, µM (doses to about 56.7 µM), hits mostly cytotoxic. actives 0.49% (n = 400,000). AID 651635, 2014; note: potency is the fitted concentration of half-maximal effect; nearly all actives have a fitted effect of over 40% in size
SW480 rereplic = A quantitative high throughput screen for small molecules that induce DNA re-replication in SW480 colon adenocarcinoma cells; actives 1.8% (n = 340,000); SW480 DNA re-replication, Hoechst DNA content imaging, 48 h; Potency, µM (top dose mostly 46.1 µM), for inactives: at the highest dose re-replication activation, most hits filed as activators; note: potency is the fitted concentration of half-maximal effect; % of control where 0% means no effect; nearly all actives have a fitted effect of over 55% in size
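Readout is total intensity of Hoechst-stained nuclei, excited at 405 nm and collected at 500-530 nm. Compound treatment lasted 48 hr at 37 C in 5% CO2 before staining.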
Active calls of the source: *; i = inactive; ? = inconclusive; / = not tested or not shown; & = joins results of further samples; [ ] = remark or other dose. Unless noted, calls come from the whole dose curve; as a rule, active = well fitted curve in the direction sought with a large enough effect; inconclusive = small, poorly fitted or top-dose-only effect, or another doubt; inactive = no such curve, though single readings can be large; an effect the other way counts as inactive or inconclusive.

Value order – IL-1B inflam inh, MCF10A rerep, KB-3-1 cytotox, KB-V1 MDR tox, HT1080NT lethal, ATXN2 expr inh, HT1080 IDH1KD tx, ATXN viability, SW480 rereplic
> Cc1c(C(=O)NC(C)c2ccccc2)c(-c2ccccc2)nn1-c1ccccc1 (centres undefined)
  -12, -1%, 1%, -35%, -19%, 3%, 3%[9.24 µM], i, -3%
> CC12CCCCC1=CC(=O)CC2 (centres undefined)
  13, -4%, -14%, 15%, -5%, -13%, 0%, i, 0%
> COc1ccc(/C=N/NC(=O)C2(O)c3ccccc3-c3ccccc32)cc1
  -2, 12%, 0%, -15%, 9%, 2%, 6%, i, -1%
> CCSc1nc2ccccc2n1C(=O)c1ccc(S(=O)(=O)N2CCCCCC2)cc1
  38, -4%, 10%, ?, 0%, 1%, 7%, i, 2%
> O=C(COC(=O)c1cc(=O)[nH]c2ccc(Br)cc12)c1ccccc1
  30, 19%, -21%, 28%, -10%, 5%, -13%, i, 11%
> COc1ccnc(CSC(N)=Nc2ccc(F)cc2)c1
  -99*, 12%, ?, ?, 14%, 6%, 11%, i, ?
> COc1ccccc1OCCC(=O)OCCN1C(=O)c2ccccc2C1=O
  8, 0%, 0%, 17%, 17%, 6%, 11%, i, -1%
> CCn1nnc(-c2ccc(N)cc2)n1
  34, -4%, 5%, 13%, -2%, 14%, 2%, i, -1%
> CCCCOCC1CN(c2ccccc2)C(=O)CS1 (centres undefined)
  78, ?, 11%, -5%, 8%, 2%, 20%, i, -9%
> C=CCO/N=C(/C)c1ccc(Oc2cnccn2)cc1
  -16, 1%, 9%, -2%, 23%, -20%[11.3 µM], 23%, i, 5%

Entries of single compounds, looked up by structure. Order of values: IL-1B inflam inh	MCF10A rerep	KB-3-1 cytotox	KB-V1 MDR tox	HT1080NT lethal	ATXN2 expr inh	HT1080 IDH1KD tx	ATXN viability	SW480 rereplic
Listed for CCn1nnc(-c2ccc(N)cc2)n1 = 34	-4%	5%	13%	-2%	14%	2%	i	-1%
Listed for CCCCOCC1CN(c2ccccc2)C(=O)CS1 (centres undefined) = 78	?	11%	-5%	8%	2%	20%	i	-9%
Listed for COc1ccc(/C=N/NC(=O)C2(O)c3ccccc3-c3ccccc32)cc1 = -2	12%	0%	-15%	9%	2%	6%	i	-1%
Listed for O=C(COC(=O)c1cc(=O)[nH]c2ccc(Br)cc12)c1ccccc1 = 30	19%	-21%	28%	-10%	5%	-13%	i	11%
Listed for COc1ccccc1OCCC(=O)OCCN1C(=O)c2ccccc2C1=O = 8	0%	0%	17%	17%	6%	11%	i	-1%

The list continues.
Value order – IL-1B inflam inh, MCF10A rerep, KB-3-1 cytotox, KB-V1 MDR tox, HT1080NT lethal, ATXN2 expr inh, HT1080 IDH1KD tx, ATXN viability, SW480 rereplic
> COc1ccc(C(=O)C2CCCN(C(=O)c3cccc(N(C)C)c3)C2)cc1OC (centres undefined)
  -8, -1%, ?, -11%, -9%, /, 0%, ?, 12%
> O=C1NC(c2ccc(-c3ccccc3[N+](=O)[O-])o2)C(C(=O)c2ccc(Cl)cc2)C(O)(C(F)(F)F)N1 (centres undefined)
  -5, ?, -22%, ?, 16µM*, -3%, ?, i, /
> COc1cccc(CNc2nc3cc(-c4ccc(OC)cc4C)sc3c(=O)n2C)c1
  -15, /, ?, ?, ?, -11%, ?, i, /
> C=Cn1c(C(=O)O)ccc1-c1ccc(CC)cc1
  0, 12%, -2%, 4%, 27%, /, 1%, i, -7%
> O=c1c2c([nH]c3ccccc13)CCCC2
  -1, 26%, -4%, 3%, 5%, 3%, -1%, i, -1%
> CC(=O)c1ccc(NC(=O)C2C3CCC(C3)C2C(=O)O)cc1 (centres undefined)
  18, 1%, -13%, 1%, 3%, 12%, 1%, i, -1%
> O=C(CSc1nc2ccc(Cl)cc2[nH]1)c1c[nH]c2ccccc12
  -10, -1%, 4%, -14%, -22%, -9%, -9%, i, 2%
> CCCCCCc1cc2cc(S(=O)(=O)c3ccc(F)c(Cl)c3)c(=O)oc2cc1O
  -51*, ?, -2%, 15µM*, 16µM*, ?, ?, /, 2.6µM*
> Cc1c(N2C(=O)CSC2c2ccccc2)c(=O)n(-c2ccccc2)n1C (centres undefined)
  4, 1%, 6%, 1%, 1%, 24%, 6%, i, 0%
> COc1ccc(S(=O)(=O)/N=C2/C=CC(=O)C(C)=C2C)cc1
  50, ?, -4%, 18%, -10%, 5%, -8%, i, 0%
> Nc1cc(=O)[nH]c(SCC(=O)N2CCN(S(=O)(=O)c3ccc4ccccc4c3)CC2)n1
  10, 3%, 1%, 9%, -8%, -16%, -1%, /, 2%
> CCCCCCCCCCCCCCCCn1cc[n+](CC(C)=O)c1
  22, 15µM*, 8.2µM*, -13%, ?, ?, -16%, 30µM*, -35%
> Oc1ccccc1-c1nc2ccc(Cl)cn2c1Nc1ccc2c(c1)OCCO2
  /, /, -3%, 0%, /, 2%, /, i, /
> Cc1nc(-c2ccccc2)nc2[nH]ccc(=O)c12
  41, 4%, ?, 9.2µM*, 25%, 60%[activator], 11%, i, -5%
> O=C(c1cccc(S(=O)(=O)N2CCCC2)c1)N1CCCC(C(F)(F)F)C1 (centres undefined)
  3, -1%, 0%, -8%, 14%, 5%, 8%, i, -8%
> Cc1ccc(SCCN2C(=O)NC(C)(C)C2=O)cc1
  0, -3%, -6%, -16%, -6%, 3%, -2%, i, -3%
> O=C(NCc1ccccc1Cl)c1ccc2nc([C@H]3C[C@H](O)[C@@H](CO)O3)[nH]c2c1
  15, /, 0%, 6%, 18%, 3%, 2%, i, /
> CS(=O)(=O)c1ccc(Cl)c(NC(=O)CCc2ccccc2)c1
  14, 7%, 2%, -21%, 8%, 9%, 25%, i, -1%
> CCOC(=O)CCCCC(=O)c1[nH]c(=O)[nH]c1CSc1nc(-c2ccccc2)c(C#N)c(=O)[nH]1
  -66*, ?, 7%, 18%, -9%, 13%, 20%, i, ?
> COc1ccc(S(=O)(=O)N2CCOCC2)cc1NC(=O)CCNC(=O)c1ccc([N+](=O)[O-])cc1
  -20, ?, -7%, 12%, -3%[9.24 µM], -22%, 5.8µM*, i, ?

(next part)
Molecule	IL-1B inflam inh	MCF10A rerep	KB-3-1 cytotox	KB-V1 MDR tox	HT1080NT lethal	ATXN2 expr inh	HT1080 IDH1KD tx	ATXN viability	SW480 rereplic
CC(=O)c1cccc(NC(=O)C(C)N(C)CC(=O)Nc2ccc(Cl)cc2)c1 (centres undefined)	-25	-10%	0%	6%	-1%	?	-8%	i	?
CCN(CC)C(=O)CSc1nc2ccsc2c(=O)n1CCCC(=O)NCCc1ccc(S(N)(=O)=O)cc1	-10	7%	5%	14%	3%	/	6%	i	-30%[inhibitor]
CN(CC(=O)N1CCN(c2ccccc2)CC1)S(=O)(=O)c1cnc[nH]1	9	2%	4%	15%	18%	3%	14%	i	-5%
Cn1c(=O)c2[nH]c(C(O)c3ccc(Cl)cc3)nc2n(C)c1=O (centres undefined)	26	0%	-4%	?	-1%	-13%	-5%	i	7%
Cc1ccn2cc(-c3cccc(S(=O)(=O)N4CC(C)OC(C)C4)c3)nc2c1 (centres undefined)	-15	22%	?	-6%	?	/	-3%	i	35%
COc1cc(NS(=O)(=O)c2ccc(NS(=O)(=O)c3ccc(C)cc3)cc2)nc(OC)n1	35	-3%	-2%	0%	-1%	5%	-5%	i	-3%
CCc1ccc(Cn2nnc(C(=O)Nc3ccc(OC)cc3OC)c2N)cc1	14	0%	13%	13%	-24%	-4%	-16%	i	0%
Cc1ccccc1Nc1c(-c2ccc(Cl)s2)nc2cccc(C)n12	/	/	-4%	0%	/	3%	/	i	/
O=C(NCCCn1ccnc1)c1c(F)cccc1F	1	16%	-2%	?	0%	-19%	-1%	i	-9%
C=CCOc1ccc(CNn2cn[nH]c2=S)cc1OCC	0	-4%	2%	-2%	?	3%	?	i	3%
COc1cc(NC(=O)c2noc(C)c2[N+](=O)[O-])c(OC)cc1Cl	-7	-2%	2%	-28%	1%	/	3%	i	-2%
O=C(O)C[C@H]1c2ccccc2S(=O)(=O)N1C1CCCC1	7	-2%	16%&3%	24%&-1%	8%	8%	16%	i	-7%
O=C(C1=C[C@H](c2csc3ccccc23)C[C@H](OCCCCO)O1)N1CCOCC1	-4	-3%	7%	-19%	3%	-2%	0%	i	-7%
C[C@H](CO)N1C[C@H](C)[C@@H](CN(C)S(=O)(=O)c2ccc(-n3cccn3)cc2)OCc2cnnn2CCCC1=O	2	/	?	0%	1%	8%	2%	i	/
Cc1ccc(Oc2ncnc(N)c2[N+](=O)[O-])cc1C	-29	?	-4%	-8%	-2%	-14%	-2%	?	7%
Cc1ccc(SCC(=O)Nc2ccc(-c3nnc(-c4ccco4)o3)cc2)cc1	-6	?	5%	-17%	?	-10%	?	i	3%

Random draw from the library. About 11% of those tested had a hit in this group.
